# Bioassay records (PubChem)
# Tat export inh – blocks Tat-dependent protein export in E. coli; inhibition, % at 10 µM; 340,000 tested, 0.036% active; AID 488895; E. coli MC4100 TorA-mCherry Tat export, fluorescence;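 active = mean replicate inhibition at least 50% and at least half of replicates individually reaching 50%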;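 note: exported cargo escapes ClpAP degradation while cytoplasmic cargo is degraded and loses fluorescence; 0% = median of neutral control wells and 100% = median of NaSCN control wells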
# OPRM1-OPRD1 ag – OPRM1-OPRD1 heterodimerization agonism; cells, luminescence; P35372+P41143; activation, % at 9.3 µM; 340,000 tested, 0.3% active; in the data active = activation above about 18%;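 note: 0% = vehicle-treated cells and 100% = reference agonist; values of inactives mirror those of a sister screen read the other way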
# Target sequence (P35372 whole entry, looked up): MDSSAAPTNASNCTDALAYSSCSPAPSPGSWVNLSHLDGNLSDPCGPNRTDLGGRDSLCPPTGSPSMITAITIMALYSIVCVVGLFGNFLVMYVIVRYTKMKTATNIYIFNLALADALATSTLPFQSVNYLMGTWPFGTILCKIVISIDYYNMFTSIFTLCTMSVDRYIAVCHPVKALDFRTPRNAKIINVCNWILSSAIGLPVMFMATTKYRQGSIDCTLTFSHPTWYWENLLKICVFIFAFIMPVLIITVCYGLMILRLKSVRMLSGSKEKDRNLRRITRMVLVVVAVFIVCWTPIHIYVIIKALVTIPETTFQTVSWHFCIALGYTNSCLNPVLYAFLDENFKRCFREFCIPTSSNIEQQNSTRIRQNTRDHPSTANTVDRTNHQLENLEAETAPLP
# Target sequence (P41143 whole entry, looked up): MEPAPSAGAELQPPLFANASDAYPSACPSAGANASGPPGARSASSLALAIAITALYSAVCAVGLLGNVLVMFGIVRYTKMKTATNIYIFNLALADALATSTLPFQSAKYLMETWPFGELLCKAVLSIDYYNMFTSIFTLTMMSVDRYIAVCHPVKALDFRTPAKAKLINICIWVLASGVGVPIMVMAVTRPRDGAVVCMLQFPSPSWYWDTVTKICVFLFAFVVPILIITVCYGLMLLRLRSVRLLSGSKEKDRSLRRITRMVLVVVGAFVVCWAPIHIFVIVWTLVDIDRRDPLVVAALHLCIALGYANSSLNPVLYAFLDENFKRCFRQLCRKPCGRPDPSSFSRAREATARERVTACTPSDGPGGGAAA
# Mot1-301 SUMO – blocks SUMOylation pathway, rescuing yeast Mot1-301 growth. AID 2716. growth rescue, % at 18.8 µM. 320,000 tested, 1% active. S. cerevisiae Mot1-301 growth rescue, ATP luminescence, 38.5C; percent above DMSO median, 100 means doubled;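 active = every valid replicate shows activation above 250% relative to neutral control wells; inactive = the rest, any valid replicate at or below 250%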;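 note: OY570 slx delta 5 strain wells were the positive control but not used for scaling; some compounds called inactive have numbers as strong as hits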
# E coli growth – reduces bacterial viability in AddAB counter-screen | E. coli V3065 growth, OD600 absorbance, 18 h | inhibition, % at 11.9 µM | 330,000 tested, 0.27% active | AID 449728;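 active = inhibition above the campaign's mean inhibition across all tested compounds plus 3 SD, cut at about 9.9% in these data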;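 note: uninfected addAB+ strain grown without phage in ampicillin broth; 0% = DMSO wells and 100% = ciprofloxacin 0.95 µg/ml wells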
# DSG3 Ab inh – inhibitors of pemphigus antibody binding to human desmoglein-3; 310,000 tested, 0.48% active; binding (percent of control), % at 10 µM; DSG3-coupled beads, scFv-anti-DSG3-GFP binding, flow cytometry; active compounds read low; AID 588358;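 active = binding more than 3 SD below its plate's average and above zero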;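 note: hits lower antibody fragment binding to DSG3; some compounds called inactive have numbers as strong as hits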
# MOR-DOR inv ag – inverse agonist of human OPRM1-OPRD1 heterodimerization; AID 504357; inhibition, % at 9.3 µM; 340,000 tested, 0.21% active; cell-based MOR-DOR heterodimer luminescence, inverse agonism; P35372+P41143; in the data active = inhibition above about 22%, passing the limit was not always enough;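 note: 0% = cells with DMSO and 100% = wells without cells with DMSO; values of inactives mirror those of a sister screen read the other way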
# PKA-R1A activ – activates the PKA-R1A holoenzyme complex; P00514+P68181; PKA-R1A dissociation, Cy5-IP20 fluorescence polarization; scaled: DMSO 0%, 113 µM cGMP 100%; activation, % at 11.4 µM; 340,000 tested, 0.083% active; AID 504707;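 active = percent activation above the mean of all tested compounds plus 3 SD, cut at about 19% in these data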;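 note: higher means more PKAc released from R1A so a rise in polarization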
# PfHsp90 set2 – inhibits growth of yeast expressing Plasmodium falciparum Hsp90. S. cerevisiae expressing PfHsp90, BacTiter-Glo ATP, 48 h; yeast lacking PDR1 and PDR3 efflux regulators. inhibition, % at 9.4 µM. 310,000 tested, 0.32% active. AID 504621;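 active = every replicate shows inhibition above about 80%, whatever the replicate mean, limit read from the data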;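 note: 0% = DMSO neutral controls and 100% = 20 µM radicicol positive controls; yeast relying on Plasmodium falciparum Hsp90 in place of its own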
# phage Ecoli inh – E. coli growth loss with phage present; growth absorbance; inhibition, % at 11.9 µM; 360,000 tested, 0.26% active; in the data active = inhibition above about 11%
# Arrestin-AP2 inh – inhibitors of human beta-arrestin and AP2 interaction; FITC-arrestin peptide / GST-AP2 beads, flow cytometry; AP2 beta2 appendage carries R879A mutation; inhibition, % at 10 µM; 340,000 tested, 0.31% active; AID 504490;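 active = inhibition above a set limit, near 3 SD of compounds lacking own fluorescence, cut at about 54% in these data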;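 note: plate controls were DMSO wells for no effect and 5 µM unlabelled arrestin peptide for full effect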
#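 test system = AP2 appendage R879A on GSH beads | buffer or medium = PBS plus Tween 20 (0.05%) and BSA (0.1%) | incubation = 12 min plus 1 h, RT | detection = bead flow cytometry, FITC channel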
# AddAB inh – less growth of phage-infected E. coli with AddAB; E. coli expressing H. pylori AddAB, absorbance growth; inhibition, % at 11.9 µM; AID 435030; 330,000 tested, 0.29% active; in the data active = inhibition above about 12%;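 note: 0% = vehicle wells of infected cells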
# An asterisk follows results filed as active; · = not tested or not shown.
# The line under a structure holds: Tat export inh, OPRM1-OPRD1 ag, Mot1-301 SUMO, E coli growth, DSG3 Ab inh, MOR-DOR inv ag, PKA-R1A activ, PfHsp90 set2, phage Ecoli inh, Arrestin-AP2 inh, AddAB inh
Cn1c(=O)[nH]c(=O)c2c1nc(NCCCn1ccnc1)n2Cc1ccc(F)cc1
    -2, -1.6, ·, -0.6, 111, 9, -2, -21, 1.1, -5, 2.3
N#CCN1CCC2(O)CCCCC2C1c1ccc2c(c1)OCO2 (stereo not drawn)
    -9, -1.1, -3, -0.6, ·, 5, -1, 21, 4.5, 4, -1.8
C=CCc1cccc2cc(C(=O)Nc3ccc(S(=O)(=O)Nc4nnc(CC)s4)cc3)c(=O)oc12
    1, 3.0, -4, -0.7, 102, -20, -7, 0, 2.9, 2, 5.3
Cc1cc(SCc2cc(=O)n3ccsc3n2)nc2ccccc12
    -5, -1.4, -6, 1.9, ·, 8, -3, -9, 5.4, 42, 2.5
Cc1ncsc1CCC(=O)N1CCCC(C(=O)c2ccc3c(c2)OCO3)C1 (stereo not drawn)
    -4, -1.3, -6, 1.1, 102, 6, 2, 18, 1.3, -12, -1.2
O=S(=O)(c1cccc2nsnc12)N1CCN(Cc2ccccc2)CC1
    -1, -3.9, 43, 0.4, 114, 21, -4, -1, 3.4, -3, 2.8
CCc1occc(=O)c1Oc1cc(NN2CCCCC2)c([N+](=O)[O-])cc1[N+](=O)[O-]
    8, -1.5, -3, -1.5, 99, 8, -6, 5, -0.2, 7, 3.5
Cc1nn(C)c(C(=O)N/N=C/c2ccccc2)c1[N+](=O)[O-]
    -3, -2.8, 297, -3.3, ·, 17, -9, -4, 1.1, -1, 2.1
COC(=O)c1ccc2c(c1)S(=O)(=O)NC(=NCc1ccco1)S2
    -3, -0.7, ·, 1.1, 111, 4, -7, -3, 0.0, 25, 0.9
CNC(=O)NC1CCCc2ccccc21 (stereo not drawn)
    8, -1.3, -26, -2.6, 102, 7, 4, -5, 3.0, -3, -1.5
Cc1ccc(CNC(=O)C2CCC(=O)N2Cc2ccc(F)cc2)cc1 (stereo not drawn)
    -5, -0.3, 7, -4.0, 129, 1, 10, -15, 0.9, 6, -1.3
CC(C)C[C@H](NC(=O)[C@@H](Cc1ccccc1)n1c(=O)[nH]c2ccccc2c1=O)C(=O)N[C@@H](Cc1ccccc1)C(=O)O
    -6, 1.0, 0, -1.0, 106, -5, -2, 17, 3.4, 1, 2.2
O=C(Cn1nc(-c2ccccc2)ccc1=O)NCc1ccc(F)cc1
    -3, -1.4, 13, 2.0, 100, 7, 5, 22, 2.5, -1, 0.1
C[C@@]12C(=O)N(Cc3ccc(Cl)cc3)CC(=O)N1[C@H]1c3ccccc3OC[C@@H]1[C@@H]2c1ccccc1
    -3, 4.2, 46, -1.7, 103, -26, -15, -41, 2.0, -4, 1.7
COc1ccc(OC)c(NC(=O)N2CCCc3ccccc32)c1
    2, 3.3, -8, ·, 99, -17, -1, -17, 1.2, 5, ·
O=C(Nc1ccc(S(=O)(=O)Nc2nccs2)cc1)/C(=C/c1ccccc1Cl)NC(=O)c1ccccc1
    3, -2.9, -11, -0.8, 124, 16, -2, 8, 3.8, -11, 0.2
Cc1onc(-c2ccccc2)c1CNS(=O)(=O)c1cccc(Cl)c1
    -5, -1.7, -13, 2.5, 100, 9, 11, -2, 2.9, 8, 2.2
CCOC(=O)N/N=C\c1ccccc1OC/C=C/c1ccccc1
    4, -0.1, -14, ·, 107, 0, -3, -22, 2.5, -2, ·
CCOc1ccc(OCCCCNC(C)(C)C)cc1
    1, 0.3, 12, -0.9, 93, -2, 3, -29, 2.0, 13, 2.5
CSc1ccccc1C(=O)Nc1ccccc1C(=O)NC(C)C
    -6, 2.8, -9, 0.7, 106, -14, -6, 2, 0.0, 4, 1.1

# Looked up above.
# O=C(Cn1nc(-c2ccccc2)ccc1=O)NCc1ccc(F)cc1 in OPRM1-OPRD1 ag shows -1.4
# Cc1onc(-c2ccccc2)c1CNS(=O)(=O)c1cccc(Cl)c1 in OPRM1-OPRD1 ag shows -1.7

# Back to the main list with the 4 entries that preceded the break.
# The line under a structure holds: Tat export inh, OPRM1-OPRD1 ag, Mot1-301 SUMO, E coli growth, DSG3 Ab inh, MOR-DOR inv ag, PKA-R1A activ, PfHsp90 set2, phage Ecoli inh, Arrestin-AP2 inh, AddAB inh
Cc1onc(-c2ccccc2)c1CNS(=O)(=O)c1cccc(Cl)c1
    -5, -1.7, -13, 2.5, 100, 9, 11, -2, 2.9, 8, 2.2
CCOC(=O)N/N=C\c1ccccc1OC/C=C/c1ccccc1
    4, -0.1, -14, ·, 107, 0, -3, -22, 2.5, -2, ·
CCOc1ccc(OCCCCNC(C)(C)C)cc1
    1, 0.3, 12, -0.9, 93, -2, 3, -29, 2.0, 13, 2.5
CSc1ccccc1C(=O)Nc1ccccc1C(=O)NC(C)C
    -6, 2.8, -9, 0.7, 106, -14, -6, 2, 0.0, 4, 1.1
Cc1n[nH]c(C)c1NC(=O)CSc1nnnn1-c1cccc(F)c1
    3, -4.1, -5, 1.4, ·, 15, 1, 2, 0.5, 2, 1.9
CC(NC(=O)CNC(=O)C1O[C@@H]2OC(C)(C)O[C@@H]2[C@H]2OC(C)(C)O[C@@H]12)C(=O)O (stereo partly drawn)
    0, 0.7, 6, 1.3, 99, -5, -8, 11, 1.6, 6, 0.9
COc1cc(C(c2c(O)cc(C)[nH]c2=O)c2c(O)cc(C)[nH]c2=O)ccc1O
    -10, -0.7, -1, ·, 125, 3, -5, -12, 1.1, 9, ·
O=C(N1CCN(c2ncccn2)CC1)C12CC3CC(CC(C3)C1)C2
    3, -1.7, -18, 0.0, 110, 9, 1, 5, -1.2, 1, 3.8
O=C(c1ccc2nc[nH]c2c1)N1CCN(S(=O)(=O)c2cccc(Cl)c2)CC1
    -2, -3.5, ·, ·, 104, 17, -10, 15, 2.1, 0, ·
CSCC[C@H](NC(=O)[C@@H]1CSC2c3ccccc3C(=O)N21)C(=O)N1CCC[C@H]1CO (stereo partly drawn)
    -3, -2.5, 87, -0.2, ·, 13, 1, 20, 2.6, -1, 1.8
COC(=O)[C@H](CCSC)NC(=O)NC1CCN(Cc2ccccc2)CC1
    3, -2.8, 6, 2.3, 110, 15, 8, -5, 5.3, 3, 1.9
COc1ccc(OC)c(/C=C/C(=O)Nc2ccc3c(c2)CCC3)c1
    8, 0.9, -9, 0.0, 138, -5, -6, 9, 2.9, 24, 2.8
O=C(CSc1nc2ccccc2o1)Nc1nc(-c2ccccc2)c(-c2ccccc2)s1
    -5, 0.6, -3, -0.2, 103, -3, -3, -33, 3.0, 4, 3.0
CCOCCCNC(=O)C(=O)NCCCOCC
    3, -3.0, -4, 1.9, 93, 16, 7, -3, 4.3, 17, 1.5
CN(C(=O)c1cccc(NC(=O)Cc2ccc(NC(=O)C3CCN(S(=O)(=O)c4cccc([N+](=O)[O-])c4)CC3)cc2)c1)C1CCCC1
    -11, 4.1, ·, ·, 101, -19, -6, -11, 0.5, 29, ·
Cc1sc2ncnc(SCC(=O)c3ccc4c(c3)OCCO4)c2c1-c1ccccc1
    -9, -0.9, -9, -2.4, 104, 5, -8, -8, 3.1, 2, 5.5
Nc1ccc(S(=O)(=O)Nc2nccc(/C=C/c3ccc(Br)s3)n2)cc1
    14, 0.8, -9, -1.3, 96, -4, 4, 6, 3.0, 22, -2.1
CCCCNC(=S)Nc1ccc(OC)nc1
    2, -2.1, -6, 4.7, 103, 10, -13, -3, 2.6, -5, 6.7
CC(N=Cc1cc([N+](=O)[O-])ccc1O)c1ccccc1 (stereo not drawn)
    0, -3.1, -10, -2.4, 99, 16, 1, 4, 2.4, 5, 1.7
Cc1ccc(C2C(C(N)=S)=C(N)OC3=C2C(=O)CC(C)(C)C3)cc1 (stereo not drawn)
    6, -0.7, -9, -0.3, 96, 5, 1, 32, 1.2, -1, 1.4
C=C(C)Cn1c(CCCNC(=O)CCC)nc2ccccc21
    -3, -2.3, -11, -1.5, 104, 12, -3, 6, 0.4, -1, 1.9
O=C(/C=C/c1ccc(Br)o1)OCc1nc2ccsc2c(=O)[nH]1
    -1, -1.4, 6, 0.3, 50*, 7, -3, ·, ·, 23, 0.0
CCCN(C(=O)COc1ccc(C(C)=O)cc1OC)C1CCS(=O)(=O)C1 (stereo not drawn)
    -4, -2.3, -8, 3.3, ·, 10, -5, -1, 3.3, -10, -2.5
Cc1[nH]nc2c1C1(CCOCC1)C(C#N)=C(N)O2
    -1, -0.4, 61, 0.6, 101, 2, -12, -23, ·, -7, -1.1

# The results go on:
# The line under a structure holds: Tat export inh, OPRM1-OPRD1 ag, Mot1-301 SUMO, E coli growth, DSG3 Ab inh, MOR-DOR inv ag, PKA-R1A activ, PfHsp90 set2, phage Ecoli inh, Arrestin-AP2 inh, AddAB inh
O=C(CCc1c[nH]c2ccccc12)NCC(=O)Nc1ccc(F)c(F)c1F
    6, -4.0, ·, 0.1, 115, 19, -9, 12, 2.4, 3, -2.6
COc1ccc2cnnc(SCC(=O)Nc3ccccc3)c2c1OC
    2, -3.4, -3, 1.6, 128, 18, -6, -38, 4.7, 8, 3.3
CCCCOCCCNC(=O)c1ccc(OC)cc1
    0, -1.9, 6, 1.3, 103, 10, 7, ·, 0.1, -7, 2.4
CC1=CC(C)(C)N(C(=O)CSc2nncn2C)c2ccccc21
    -19, 0.3, -10, -0.8, 103, -2, -3, -23, 0.5, -1, -1.0
Cn1c(=O)oc2cc(S(=O)(=O)N3CCCc4ccccc43)ccc21
    -1, -0.8, 15, -1.3, 95, 5, -7, 14, 2.1, -4, -0.2
C=CCn1c(=O)n(CCC#N)c(=O)n(CCC#N)c1=O
    -3, -2.2, 6, 2.1, ·, 12, 2, -14, 2.3, -3, -1.0
O=C(NCC1CCNCC1)c1ccncc1
    3, -1.7, 4, -1.2, 96, 9, -13, -10, -0.6, 6, -2.7
CCC(C)(C)NC(=O)c1cc(S(=O)(=O)N2CCc3ccccc32)cn1C
    3, 1.8, 9, -0.8, 101, -11, -13, -10, 1.7, 4, 1.2
NC(=O)c1ccc(NC(=O)COC(=O)/C=C/c2ccc(Br)o2)cc1
    4, -1.8, -4, -1.0, 96, 8, -3, -10, 0.5, -4, 0.5
CN(Cc1ccccc1)S(=O)(=O)c1ccc2c(c1)OCCO2
    6, -1.0, 147, 1.1, 99, 6, -4, 12, 0.6, 12, 0.5
Cc1ccc(-c2nnc(N(C)C(=O)c3ccccn3)s2)cn1
    4, -0.8, 10, -0.2, 96, 5, 1, -17, 3.0, 10, 0.1
CCN(CC(=O)Nc1c(F)cccc1F)C(=O)/C=C/c1c(C)nn(-c2ccc(F)cc2)c1C
    0, -1.1, -13, -0.7, 103, 7, -1, -21, 0.4, -1, -2.0
CNC(=S)NNC(=O)c1cc(C(C)(C)C)nn1Cc1ccc(F)cc1
    7, -3.6, -9, 1.1, 103, 18, 2, 13, 4.6, -15, 2.3
